NCI-60 one-dose screen, 48 h, at 10 µM unless noted. Numbers give growth in % (100 = growth as untreated, 0 = no growth, -100 = all killed).
SW-620: SW-620 colon cancer | AID 1794795 | 82,000 compounds, 5.2% hits
SF-268: SF-268 CNS cancer cells | 82,000 compounds, 3.1% hits | AID 1794759
HT29: HT29 colon cancer; 81,000 compounds, 7.4% hits
KM12: KM12 colon cancer cells | 82,000 compounds, 5% hits | AID 1794800
SNB-19: SNB-19 CNS cancer cells; 81,000 compounds, 2.5% hits
HCT-15: HCT-15 colon cancer. 82,000 compounds, 5.2% hits
HCC-2998: HCC-2998 colon cancer. 79,000 compounds, 4.7% hits
HCT-116: HCT-116 colon cancer; 82,000 compounds, 7.3% hits; AID 1794798
SNB-75: SNB-75 CNS cancer; 79,000 compounds, 5% hits; AID 1794750
Active calls of the source: *; x = no result given. Rule for the calls: active = growth percent below 10; inactive = the rest.

The first two entries (preview)
SMILES	SW-620	SF-268	HT29	KM12	SNB-19	HCT-15	HCC-2998	HCT-116	SNB-75
N#CCc1[nH]nc(N)c1C#N	107	104	104	106	103	104	115	107	84
N#Cc1ccccc1/C=N/NC1=NCCN1S(=O)(=O)c1ccccc1	94	98	108	95	94	104	101	99	90

The listing, previewed entries included:
SMILES	SW-620	SF-268	HT29	KM12	SNB-19	HCT-15	HCC-2998	HCT-116	SNB-75
N#CCc1[nH]nc(N)c1C#N	107	104	104	106	103	104	115	107	84
N#Cc1ccccc1/C=N/NC1=NCCN1S(=O)(=O)c1ccccc1	94	98	108	95	94	104	101	99	90
Cn1cc(-c2nc3c(F)cc4[nH]ncc4c3c3c2CCCC3)c(C(F)F)n1	56	62	68	23	71	67	91	40	58
CCCCOCCOCCN	98	107	103	102	100	102	109	99	96
Cc1ccc(/C(=N\N=C(N)N)c2ccccc2)cc1	30	36	3.1*	2.9*	9.7*	-4.2*	-3.3*	-67*	28
CN(Cc1ccccc1)c1nc(Cl)c(C2CC(c3ccc4c(c3)OCO4)=NN2c2cc(Cl)cc(Cl)c2)s1 (stereo not drawn)	99	95	98	99	106	99	106	87	79
CCC(=O)OCC(=O)[C@@]1(OC(=O)CC)[C@H](C)CC2C3C([C@@H](O)C[C@@]21C)[C@@]1(C)C=CC(=O)C=C1C[C@H]3Cl (stereo partly drawn)	111	103	106	100	104	106	92	100	114
NC(=O)c1ccc[n+](CC(=O)N2CCN(c3cc4c(cc3F)c(=O)c(C(=O)O)cn4C3CC3)CC2)c1	6.6*	77	99	90	93	82	115	37	88
CS(=O)(=O)c1ccc(-c2nc3cc(Cl)ccc3n2CC(=O)N/N=C/c2ccc(F)cc2)cc1	97	93	86	96	96	96	98	94	76
c1ccc(COc2cccc3ccccc23)cc1	107	96	104	100	101	103	93	94	92
CC1SC(c2ccc([N+](=O)[O-])cc2)N(NC(=O)C(O)(c2ccccc2)c2ccccc2)C1=O (stereo not drawn)	105	106	93	83	91	95	x	71	88
Cc1ccc(O)c(N)c1	121	112	112	110	101	106	110	111	88
CCOC(=O)Nc1c(Cl)n(C)c(=O)n(C)c1=O	108	101	117	100	x	109	114	142	88
COc1cc(NC(=O)CSc2nc3ccc(Cl)cc3c(=O)n2Cc2ccccc2)cc(OC)c1OC	82	59	57	52	88	88	90	52	53
O=[N+]([O-])c1cccc(CN(Cc2cccc([N+](=O)[O-])c2O)c2ccccc2)c1O	57	89	56	88	92	69	67	16	86
CC(=O)Nc1ccc2c(c1)C(NC(=O)/C=C\C(=O)O)c1ccccc1-2 (stereo not drawn)	102	104	108	100	106	99	102	103	87
O=[N+]([O-])c1ccccc1N/N=C/c1ccccc1	97	105	104	94	104	90	107	96	78
O=C(O)c1cc(O)cc(O)c1	112	x	102	x	102	109	116	103	95
CNC(=O)c1cc(Cn2nc(C)c(NC(=O)c3ccc(COc4ccc(C(F)(F)F)cc4C)cc3)c2C)ccn1	94	78	61	74	64	66	80	39	93
NC1(C(=O)O)CCCCC1	101	105	106	112	103	107	98	98	95
O=C1c2ccccc2C(=O)C1c1ccc(Br)cc1	100	113	101	107	104	93	98	92	65
CC(C)(C)CC(C)(C)N1CNC(=S)NC1	99	100	101	101	94	101	107	105	83
COc1cc(-c2nc(NC(C)=O)sc2-c2ccnc(NCCNS(=O)(=O)c3ccc(Cl)cc3)n2)ccc1Cl	99	91	95	93	111	99	117	102	93
CC(=O)OC[C@H]1OC(Sc2sc(C(=O)c3ccc(C)cc3)c(N)c2-c2nc3ccccc3s2)[C@@H](OC(C)=O)[C@@H]1OC(C)=O (stereo partly drawn)	101	94	101	99	91	97	109	92	74

Some of the entries so far, with each value named:
> COc1cc(-c2nc(NC(C)=O)sc2-c2ccnc(NCCNS(=O)(=O)c3ccc(Cl)cc3)n2)ccc1Cl
  SW-620: 99
  SF-268: 91
  HT29: 95
  KM12: 93
  SNB-19: 111
  HCT-15: 99
  HCC-2998: 117
  HCT-116: 102
  SNB-75: 93
> N#Cc1ccccc1/C=N/NC1=NCCN1S(=O)(=O)c1ccccc1
  SW-620: 94
  SF-268: 98
  HT29: 108
  KM12: 95
  SNB-19: 94
  HCT-15: 104
  HCC-2998: 101
  HCT-116: 99
  SNB-75: 90

The results go on.
SMILES	SW-620	SF-268	HT29	KM12	SNB-19	HCT-15	HCC-2998	HCT-116	SNB-75
CN(C)C(=O)OCc1nc2c(N3CCOCC3)nc(-c3ccccc3)nc2n1C	-78*	-60*	-54*	-66*	14	-39*	-78*	-57*	-87*
Nc1nc(=S)cc(Nc2ccccc2Cl)[nH]1	102	96	105	102	91	101	113	90	82
Cc1c(Cl)cccc1N=C=S	114	107	104	108	94	107	93	95	71
O=C(O)c1ccccc1C(=O)Nc1cccc(Cl)c1	104	98	105	103	109	105	111	95	88
N#Cc1n[nH]n2c1nc(=O)c1sc(-c3ccccc3)cc12	116	103	101	102	107	108	105	93	82
O=c1ccc(=O)n(-c2nc(O)c(N=Nc3c(Cl)cccc3Cl)s2)[nH]1	100	105	19	105	102	107	110	100	100
COc1ccc(C2=C(c3ccccc3)C(=O)C(c3ccccc3)=C2c2ccccc2)cc1	37	84	47	58	85	52	72	30	74
Cn1cnc2nc[nH]c2c1=S	100	107	94	105	103	101	102	106	79
COc1ccccc1/C(C)=N/NC(=O)CSc1nc2ccccc2c(=O)n1Cc1ccc(S(N)(=O)=O)cc1	100	89	114	102	93	98	96	96	90
CCN(CC)Cc1cc(-c2cncc(Cl)c2N2CCC3(CCNC3=O)CC2)ccc1O	96	78	90	105	102	98	110	96	108
Nc1nc(SCc2ccc(Cl)cc2Cl)c2ncn(C3OC(CO)C(O)C3O)c2n1 (stereo not drawn)	101	90	116	105	93	107	103	93	88
CCOc1ccccc1C(=O)N(Cc1ccccc1)Cc1ccccc1	81	85	75	82	84	82	95	63	72
CCCN(C)CC(C)Nc1cc(OC)cc2cccnc12 (stereo not drawn)	82	86	101	94	94	82	110	86	91
COc1ccc(/C=c2\nc3n(-c4ccccc4)c4nc5c6c(sc5c(=N)n4n-3c2=O)CCCC6)cc1	104	89	109	92	85	41	105	77	43
CC(=O)Nc1c(C)nc(N)[nH]c1=O	110	106	100	115	107	105	110	112	110
O=CN/N=C/c1ccc2c(c1)CCC2	106	103	100	104	98	105	109	101	84
O=[N+]([O-])c1ccccc1N=P(c1ccccc1)(c1ccccc1)c1ccccc1	93	103	105	104	97	99	109	120	85
COc1cc(F)c(-c2nc3c(C)cccc3[nH]2)c(F)c1	102	100	87	101	89	97	96	87	97
NC(CSC(c1ccccc1)(c1ccccc1)c1ccc(Cl)cc1)C(=O)O (stereo not drawn)	19	16	2.3*	1.7*	38	19	-36*	4.2*	21
CC(=O)SCCC(=O)O	103	113	104	102	105	98	96	112	83
Cc1ccc(N=Cc2c(-c3ccc(S(C)(=O)=O)cc3)nc3ccccn23)cc1	107	96	107	x	96	48	101	96	95
C#CCn1c(CO)ccc1CNc1ccccc1OC	112	103	108	109	103	110	114	103	106
O=C1c2ccccc2CCC12OC2c1cn(-c2ccccc2)nc1-c1cccc([N+](=O)[O-])c1 (stereo not drawn)	95	82	87	97	90	41	104	51	70
Cc1cc(C(=O)NNC(=NCc2ccccc2)c2cc(C)on2)no1	98	106	116	104	x	109	99	113	109
N#CC1(c2ccccc2)C(c2ccccc2)CC(=O)CC1c1ccccc1 (stereo not drawn)	92	91	93	76	84	81	87	71	86
CCN(CC)c1ccc(-c2cc(-c3cc(OC)c(OC)c(OC)c3)nc(N3CCC(O)CC3)c2C#N)cc1	9.9*	0.8*	-33*	-27*	15	-37*	-10*	-51*	-42*
Cl.Fc1c[c-]c(-c2ccccn2)c(F)c1.[Pt].c1ccc([PH+](C[PH+](c2ccccc2)c2ccccc2)c2ccccc2)cc1	-78*	-70*	-65*	-82*	-89*	-80*	-87*	-83*	-96*
COc1ccc(C(=O)O)c(O)c1OC	99	97	107	97	103	106	94	96	87
Nc1nonc1-c1nc2ccccc2n1CC(=O)Nc1ccc2c(c1)COC2=O	59	90	85	64	88	70	92	74	37
SCCc1ccccc1	106	111	112	106	101	103	x	104	91
CC(C)OC(=O)Nc1ccc(F)c(C(F)(F)F)c1	101	100	104	102	97	102	104	102	95
O=C(O)c1ccc(C(=O)O)nc1	106	108	96	108	104	101	x	96	90
CN(C)c1cc(NC(=O)CNC(C)(C)C)c(O)c2c1C[C@H]1C[C@H]3[C@H](N(C)C)C(=O)C(C(N)=O)=C(O)[C@@]3(O)C(=O)C1=C2O	96	87	94	88	102	100	90	78	94
OC1COC(O)(CNCCc2c[nH]c3ccc(OCc4ccccc4)cc23)C(O)C1O (stereo not drawn)	116	102	104	103	92	103	108	105	136
Cc1cc(=S)nc(N)[nH]1	106	102	109	102	103	98	96	101	105
N#Cc1c(-c2ccccc2)cc(-c2ccccc2)n(CCCC(=O)O)c1=O	105	102	103	103	99	93	103	93	x

A second format for 4 compounds above:
Values in the order: SW-620	SF-268	HT29	KM12	SNB-19	HCT-15	HCC-2998	HCT-116	SNB-75
CCN(CC)c1ccc(-c2cc(-c3cc(OC)c(OC)c(OC)c3)nc(N3CCC(O)CC3)c2C#N)cc1
  9.9*	0.8*	-33*	-27*	15	-37*	-10*	-51*	-42*
N#CC1(c2ccccc2)C(c2ccccc2)CC(=O)CC1c1ccccc1 (stereo not drawn)
  92	91	93	76	84	81	87	71	86
COc1ccc(C(=O)O)c(O)c1OC
  99	97	107	97	103	106	94	96	87
O=C(O)c1ccc(C(=O)O)nc1
  106	108	96	108	104	101	x	96	90

Compound activity: PubChem BioAssay, NCI

This is a random part of the collection. About 11% of those tested had a hit in this group.
